Compound activity deposited in PubChem BioAssay by National Center for Advancing Translational Sciences (NCATS).
Abeta rescue: qHTS for compounds that reverse cellular toxicity of Amyloid beta (A-beta) peptide in yeast: Primary Screen. Potency, µM (highest dose often 46.1 µM), inactives show top-dose growth rescue, usual class: activators. actives 0.063% (n = 410,000). yeast expressing A-beta42, growth rescue, OD600, 48 h; response scale: 0% DMSO, 100% iron-clioquinol control. AID 1347071, 2019; further: potency means the concentration at half of the fitted maximal effect; nearly all actives have a fitted effect of over 55% in size
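Yeast growth medium received pinned compounds, then yeast cells expressing toxic A-beta were added; plates incubated at 30 C for 48 hr. Growth read as absorbance at 600 nm, normalized to DMSO and equimolar FeCl3 plus clioquinol controls.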
aSyn yeast inh: qHTS of alpha-syn Inhibitors; Yeast expressing alpha-synuclein, growth rescue, BacTiter-Glo, 24 h; Potency, µM (series often up to 46.1 µM), without a hit: at the top dose growth rescue (activation), most hits filed as activators; actives 0.14% (n = 370,000); further: potency means the concentration at half of the fitted maximal effect; % of control where 0% means no effect; nearly all actives have a fitted effect of over 65% in size
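Rescue of yeast growth: cells expressing toxic alpha-synuclein, induced in galactose at OD600 0.02, incubated with compound 24 h at 30 C. ATP luminescence quantified growth; inhibitors of toxicity appear as activators.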
GLP1R inv ag: qHTS of GLP-1 Receptor Inverse Agonists (Inhibition Mode) | actives 1.6% (n = 410,000) | Glucagon-like peptide 1 receptor (Homo sapiens), P43220 | Potency, µM (titrated, usually from 38.3 µM), without a hit: at the highest dose activity change, negative = inhibition, most hits filed as inhibitors | HEK293 GLP-1R CRE-luciferase, luminescence, 24 h; GLP-1R form is constitutively active; further: potency means the concentration at half of the fitted maximal effect; on the % scale 0 is the no-effect control and ±100 the full control effect; nearly all actives have a fitted effect of over 55% in size
Target sequence (P43220 whole entry, looked up): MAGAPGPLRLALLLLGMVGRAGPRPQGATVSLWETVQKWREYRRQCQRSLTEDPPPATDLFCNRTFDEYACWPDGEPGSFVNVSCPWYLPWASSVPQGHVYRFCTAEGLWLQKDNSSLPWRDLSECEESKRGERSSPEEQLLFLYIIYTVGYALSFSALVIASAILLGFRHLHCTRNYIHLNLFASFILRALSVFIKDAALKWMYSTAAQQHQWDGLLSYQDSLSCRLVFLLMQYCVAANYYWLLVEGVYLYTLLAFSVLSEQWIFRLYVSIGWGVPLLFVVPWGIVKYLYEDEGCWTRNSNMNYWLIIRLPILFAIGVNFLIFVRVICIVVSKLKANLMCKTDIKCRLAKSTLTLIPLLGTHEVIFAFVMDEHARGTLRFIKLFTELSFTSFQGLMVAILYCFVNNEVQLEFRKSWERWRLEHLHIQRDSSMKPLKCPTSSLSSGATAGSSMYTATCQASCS
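Inverse agonism was detected as reduced cAMP-driven luciferase luminescence after 24 h compound treatment. The cells were HEK293 clones expressing constitutively active human GLP-1R with the reporter. Reporter-only and GPR119 cell lines served as counterscreen controls.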
GLP-1R agonist: qHTS of GLP-1 Receptor Agonists; Glucagon-like peptide 1 receptor (Homo sapiens), P43220; HEK293 GLP-1R CRE-luciferase, luminescence, 4-6 h; cells express a hypersensitive GLP-1R form; Potency, µM (highest dose often 45.6 µM), inactives show at the top dose activation, most hits filed as activators; actives 0.007% (n = 380,000); AID 624172, 2012; further: potency means the concentration at half of the fitted maximal effect; % of control where 0% means no effect
FUS yeast rescue: qHTS for Suppressors of FUS Proteinopathy: Primary screen using FUS-linked yeast assay. Potency, µM (top dose mostly 76.6 µM), inactives show at the highest dose growth rescue (activation), usual class: activators. S. cerevisiae FUS-expressing, growth rescue, OD600, 24 h. actives 0.24% (n = 390,000). AID 1347120, 2019;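 further: potency means the concentration at half of the fitted maximal effect; plate controls were DMSO vehicle for no effect and reference control for full effect; nearly all actives have a fitted effect of over 55% in size; some results filed as inactive show a strong effect at the top dose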
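Quantitative HTS measuring growth restoration of FUS-toxic yeast. Galactose-induced cells (OD 0.005) were exposed 24hr at 30C to compounds at several concentrations, then absorbance at 600 nm was recorded.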
PTHR1 agonist: qHTS for PTHR1 Agonists: Primary Screen | actives 0.075% (n = 410,000) | HEK293 GP2 PTHR1 cells, GloSensor cAMP luminescence, 1 h | AID 743266, 2014 | Potency, µM (titrated, usually from 115 µM), for inactives: at the highest dose activation, actives largely listed as activators; further: potency means the concentration at half of the fitted maximal effect; nearly all actives have a fitted effect of over 55% in size; some results filed as inactive show a strong effect at the top dose; inactives centre near -15; many of its hits are not listed in these tables
Target sequence (Q03431 whole entry, looked up): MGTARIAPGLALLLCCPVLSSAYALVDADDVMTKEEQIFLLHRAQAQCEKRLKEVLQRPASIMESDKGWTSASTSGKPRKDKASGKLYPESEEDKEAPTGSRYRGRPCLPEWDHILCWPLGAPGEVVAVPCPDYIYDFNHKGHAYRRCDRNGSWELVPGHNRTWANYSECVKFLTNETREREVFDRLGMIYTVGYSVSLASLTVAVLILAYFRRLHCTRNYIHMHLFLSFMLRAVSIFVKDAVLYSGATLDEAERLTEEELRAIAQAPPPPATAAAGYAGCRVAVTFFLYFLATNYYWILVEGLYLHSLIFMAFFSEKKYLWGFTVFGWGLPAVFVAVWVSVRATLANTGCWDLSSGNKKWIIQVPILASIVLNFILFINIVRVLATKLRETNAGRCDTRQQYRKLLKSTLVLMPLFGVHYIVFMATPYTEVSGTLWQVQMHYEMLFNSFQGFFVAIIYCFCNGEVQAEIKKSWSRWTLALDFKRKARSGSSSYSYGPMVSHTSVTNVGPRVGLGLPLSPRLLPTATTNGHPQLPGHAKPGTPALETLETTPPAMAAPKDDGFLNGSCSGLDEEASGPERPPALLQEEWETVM
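HEK-293-derived GP2 cells expressing PTHR1 and a GloSensor cAMP reporter, 3,000/well, plated overnight, given luciferin plus IBMX (each 0.5 mM as added) for 1 h at 37 °C, then compound for 1 h at 37 °C. Luminescence was read after 15 min at room temperature.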
pAkt inh: HTS Assay for Inhibitors of Akt Phophorylation: Primary Screen; Neuro2A IGF-stimulated pAkt S473 HTRF, 20 min; active compounds read low; activity change, % for hits at 50 µM; actives 0.32% (n = 360,000); AID 651550, 2012; in the data active means activity change below about -80%; inconclusive means mostly about -51% to -80%; further: on the % scale 0 is the no-effect control and ±100 the full control effect
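Neuro2A cells (4,500/well, DMEM with 0.5% FBS) were treated with compound at a single 50 µM final concentration, stimulated with 6 nM IGF for 20 min at 37 °C, and lysed. Phospho-Akt Ser473 was read by HTRF as 665/615 ratio ×10^4.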
D3 antag: qHTS of D3 Dopamine Receptor Antagonist: qHTS; D(3) dopamine receptor (Homo sapiens), P35462; D3R cells, DiscoveRx beta-arrestin luminescence, antagonist mode; active compounds read low; max response, negative = inhibition, %; actives 2.5% (n = 360,000); AID 652054, 2013; in the data active means max response below about -50%; inconclusive means no clear call, values can overlap the other calls; further: on the % scale 0 is the no-effect control and ±100 the full control effect; mostly tested at two doses, the higher about 12 µM
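Cells plated overnight at 1500 cells/well, then exposed to library compounds with dopamine controls for 90 minutes at 37 degrees C. DiscoveRx reagent added for 30–60 minutes at room temperature; luminescence read, quantitative HTS format.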
TDP43 rescue: qHTS of TDP-43 Inhibitors | TDP-43 expressing yeast growth rescue, BacTiter-Glo, 24 h | Potency, µM (highest dose often 46.1 µM), for inactives: at the top dose growth rescue (activation), hits mostly activators | actives 1.8% (n = 410,000) | AID 652104, 2013; further: potency means the concentration at half of the fitted maximal effect; % of control where 0% means no effect; nearly all actives have a fitted effect of over 50% in size
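In this qHTS, compounds that restore growth of yeast expressing TDP-43 appear as activators. Cells (OD600=0.02, galactose medium, raffinose-pregrown) are incubated with compound 24 hr at 30 deg C and growth is quantified by BacTiter-Glo.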
* hit, by the source's call; i = inactive; ? = inconclusive; nt = not tested or not shown; & = joins results of further samples; [ ] = remark or other dose. Unless noted, the call rests on the fitted dose curve; in most records, active means well fitted curve in the direction sought with a large enough effect; inconclusive means small, poorly fitted or top-dose-only effect, or another doubt; inactive means no such curve, though single readings can be large; an effect the other way counts as inactive or inconclusive. These rows are one share of the data; count on the stated rates, not on these rows.

SMILES	Abeta rescue	aSyn yeast inh	GLP1R inv ag	GLP-1R agonist	FUS yeast rescue	PTHR1 agonist	pAkt inh	D3 antag	TDP43 rescue
Cc1ccc(C(=O)NCC(=O)OCC(=O)Nc2ccccc2[N+](=O)[O-])cc1	0%	7%	6%	-4%	-6%	-18%	i	9	28%
CCCN1Cc2cccc(C(=O)Nc3ccc(CN4CCCC4)cc3)c2C1=O	2%	3%	?	33%	?	i	i	-19	-2%
COc1ccc(CNC(=O)C2CC(c3ccc(F)cc3)=NO2)cc1 (stereo unspecified)	-12%	1%	7%	-15%	11%	-12%[57.5 µM]	nt	15	-16%
O=C1C2C3c4ccccc4C(c4ccccc43)C2C(=O)N1c1ccncc1 (stereo unspecified)	1%	-2%	13%	3%	-31%	-31%[inhibitor]	i	18	15%
Cc1[nH]c(C)c(S(=O)(=O)NCCc2ccccc2)c1C(=O)N1CCCCC1	1%	1%	-4%	2%	-7%	i	i	-1	-24%
COc1ccc(Cl)c2c1[nH]c1nc(SCc3ccccn3)nnc12	-7%	0%	-10%	11%	12%	-18%	i	?	2%
CCOc1ccc(C(=O)NCCS(=O)(=O)N2CCN(c3cccc(Cl)c3)CC2)cc1	-5%	nt	-7%	-3%	13%	-23%	nt	nt	-8%
CCCOC(=O)c1ccc(NC(=O)Cc2csc(C)n2)cc1	1%	nt	-6%	nt	9%	6%	nt	nt	8%
[S-]c1nnc(-c2ccc(Br)cc2)n1-c1ccccc1.[Zn+2]	-1%	-3%	4%	-2%	-2%	-2%	i	-21	18%
CCCn1c(SCC(=O)Nc2nnc(C)s2)nnc1-c1ccoc1C	12%	-4%	1%	-4%	1%	-14%	i	9	1%
C=CCn1c(-c2csc3c2CCC(C)C3)n[nH]c1=S (stereo unspecified)	24%	-1%	?	14%	-16%	i	i	2	28%
Cc1ccc(C)c(NC(=O)CSc2nc(-c3ccccc3)cc(=O)[nH]2)c1	-20%	nt	1%	nt	8%	i	nt	nt	-6%
COc1ccc2[nH]cc(CCNC(=O)CS(=O)(=O)Cc3ccccc3)c2c1	8%	-2%	-1%	?	16%	i	i	0	1%
Cc1nc2c(c(=O)n1CCC1=CCCCC1)c1nc3ccccc3nc1n2/N=C/c1ccccc1	1%	5%	-1%	11%	12%	-30%[inhibitor]	i	-7	20%
COc1ccc(-c2cn3nc(N4CCCC(C(=O)Nc5cc(Cl)ccc5OC)C4)sc3n2)cc1 (stereo unspecified)	-19%	nt	-23%	nt	20%	i	nt	nt	11%
O=C(O)c1cccc(NC(=O)c2ccc(N3C(=O)c4ccc(C(=O)Nc5cccc(C(=O)O)c5)cc4C3=O)cc2)c1	-14%	-4%	?	-1%	11%	0%	i	-4	2%
Cc1ccc(SCc2[nH]nc3c2C2(C(=O)Nc4ccc([N+](=O)[O-])cc42)C(C#N)=C(N)O3)cc1 (stereo unspecified)	-16%	-28%	-2%	-5%	38%	i	i	-18	0%
CCCCCCC(=O)NNC(=O)CC(=O)Nc1ccccc1C(=O)O	-10%	2%	0%	-2%	nt	i	i	6	6%
Cc1oc(-c2cccc(Cl)c2)nc1CN1CCCC(C(=O)NCCc2ccc(Cl)cc2)C1 (stereo unspecified)	-9%	nt	-9%	nt	12%	-1%	nt	nt	-3%
Cn1ccnc1C(=O)c1ccccc1Cl	-5%	2%	-1%	-1%	-4%	-17%	i	9	-15%

Exported as a markdown table: part of the list above
| SMILES | Abeta rescue | aSyn yeast inh | GLP1R inv ag | GLP-1R agonist | FUS yeast rescue | PTHR1 agonist | pAkt inh | D3 antag | TDP43 rescue |
| --- | --- | --- | --- | --- | --- | --- | --- | --- | --- |
| COc1ccc2[nH]cc(CCNC(=O)CS(=O)(=O)Cc3ccccc3)c2c1 | 8% | -2% | -1% | ? | 16% | i | i | 0 | 1% |
| Cc1nc2c(c(=O)n1CCC1=CCCCC1)c1nc3ccccc3nc1n2/N=C/c1ccccc1 | 1% | 5% | -1% | 11% | 12% | -30%[inhibitor] | i | -7 | 20% |
| COc1ccc(-c2cn3nc(N4CCCC(C(=O)Nc5cc(Cl)ccc5OC)C4)sc3n2)cc1 (stereo unspecified) | -19% | nt | -23% | nt | 20% | i | nt | nt | 11% |
| O=C(O)c1cccc(NC(=O)c2ccc(N3C(=O)c4ccc(C(=O)Nc5cccc(C(=O)O)c5)cc4C3=O)cc2)c1 | -14% | -4% | ? | -1% | 11% | 0% | i | -4 | 2% |
| Cc1ccc(SCc2[nH]nc3c2C2(C(=O)Nc4ccc([N+](=O)[O-])cc42)C(C#N)=C(N)O3)cc1 (stereo unspecified) | -16% | -28% | -2% | -5% | 38% | i | i | -18 | 0% |
| CCCCCCC(=O)NNC(=O)CC(=O)Nc1ccccc1C(=O)O | -10% | 2% | 0% | -2% | nt | i | i | 6 | 6% |
| Cc1oc(-c2cccc(Cl)c2)nc1CN1CCCC(C(=O)NCCc2ccc(Cl)cc2)C1 (stereo unspecified) | -9% | nt | -9% | nt | 12% | -1% | nt | nt | -3% |
| Cn1ccnc1C(=O)c1ccccc1Cl | -5% | 2% | -1% | -1% | -4% | -17% | i | 9 | -15% |

Next part
SMILES	Abeta rescue	aSyn yeast inh	GLP1R inv ag	GLP-1R agonist	FUS yeast rescue	PTHR1 agonist	pAkt inh	D3 antag	TDP43 rescue
Cc1cccc(OCCSc2nc3ccccc3n2CC(=O)N2CCOCC2)c1	-6%	nt	-1%	nt	16%	?	nt	nt	15%
CSc1ccccc1C(=O)NCCc1ccc(S(=O)(=O)N2CCCCC2)cc1	-4%	-1%	-8%	-6%	32%	i	i	21	-10%
CC(=O)Nc1ccc(/C(N=Nc2ccccc2)=N/N=C(N)N)cc1	11%	2%	?	-5%	nt	-24%	i	-2	0%
CC(=O)c1ccc(NC(=S)NCCc2ccccn2)cc1	9%	-4%	19%	-5%	-8%	i	i	6	0%
CCCOc1ccc(NC(=O)CC2Nc3ccccc3NC2=O)cc1 (stereo unspecified)	5%	-4%	-6%	8%	-6%	-24%	i	-11	1%
Nc1nc2n(n1)C(c1cccs1)CC(c1ccc(Br)cc1)N2 (stereo unspecified)	9%	-2%	8%	-1%	36%	-18%[57.5 µM]	i	-11	5%
COc1ccc(C2CC2/C(C)=N/OC(=O)c2cccs2)cc1 (stereo unspecified)	2%[9.22 µM]	-2%	-1%	4%	-44%	-8%	i	-23	-4%
COCCCNCCOCCOc1ccccc1-c1ccccc1	0%	-12%	0%	-3%	nt	i	i	0	-4%
COc1ccc(-n2cnc3scc(-c4ccc(OC)c(OC)c4)c3c2=O)cc1	-15%	1%	-29%	2%	-17%	-66%[inhibitor]	i	-2	0%
COc1ccc(NC(=O)C(Cc2ccccc2)n2cccc2)c(OC)c1 (stereo unspecified)	-1%	-2%	?	-3%	28%&38%	-25%	i	13	16%&0%
CN1CC=C2C(C#N)=C(N)C(C#N)(C#N)[C@H](c3cccs3)[C@H]2C1	14%	-6%	?	-31%[inhibitor]	18%	i	i	-13	5%
COc1cc(OC)cc(N(C(=O)c2ccco2)C(C(=O)NC2CCCC2)c2ccc(N(C)C)cc2)c1 (stereo unspecified)	9%	8%	-24%	-11%	20%	-4%[57.5 µM]	i	?	4%
Cc1cc(C)cc(C(=O)N2CCN=C2c2ccccc2)c1	-2%	-4%	22%	5%	-29%	-14%	i	-10	4%
CCN(CC)CCCCNc1ncc2cc(-c3cc(OC)cc(OC)c3)c(NC(=O)NC(C)(C)C)nc2n1	-7%	1%	?	6%	23%	-7%	i	-8	-3%
COc1ccc(CCNC(=O)CCCn2c(=O)c3cccn3c3ccccc32)cc1OC	-8%	nt	29%	nt	13%	i	nt	nt	3%
COC(=O)c1ccc(CSc2nnc(C)s2)cc1	-17%	-24%	28%	2%	-20%	-9%	i	-3	11%
COC(=O)c1cccnc1-n1c(=O)c2cccnc2n(Cc2ccc(Cl)cc2)c1=O	3%	-3%	0%	14%	46%	-9%[57.5 µM]	i	22	-19%
CN(C(=O)COC(=O)c1cc([N+](=O)[O-])ccc1N1CCOCC1)C1CCCCC1	3%	0%	46%[activator]	-5%	3%	-8%	i	-2	14%
O=C(O)CCC(=O)Nc1ccc(SSc2ccc(NC(=O)CCC(=O)O)cc2)cc1	-2%	2%	16%	0%	1%	-15%	i	-27	8%
COC(=O)CCN(c1ccccc1)C(CNS(=O)(=O)c1ccccc1)c1ccccc1 (stereo unspecified)	2%	nt	?	nt	2%	-23%	nt	nt	1%
Cc1ccc(C(=O)Oc2ccc(C(=O)COC(=O)c3cnccn3)cc2)cc1	5%	?	-6%	-16%	5%	-6%[57.5 µM]	i	-6	0%
CCCC(=O)Nc1cc(-c2nnc3c4ccccc4c(C)nn23)ccc1C	-18%	nt	3%	nt	-11%	i	nt	nt	15%
